RAD54 inh: inhibitors of human RAD54 branch migration, primary screen, biochemical, fluorescence, single point; AID 602329, 2012; inhibition, % at 10.4 µM; RAD54 Holliday junction branch migration, FAM/BHQ fluorescence; hit rate 0.14% among 360,000; DNA repair and recombination protein RAD54-like (Homo sapiens), Q92698;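 active means mean normalized replicate activity at least 40 and at least half of replicates scoring 40 or more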;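 further: 0% = median of neutral control wells and 100% = median of positive control wells; inhibitors cause a drop in the FAM fluorescence signal; in these data hits start at about 50%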
Target sequence (Q92698 whole entry, looked up): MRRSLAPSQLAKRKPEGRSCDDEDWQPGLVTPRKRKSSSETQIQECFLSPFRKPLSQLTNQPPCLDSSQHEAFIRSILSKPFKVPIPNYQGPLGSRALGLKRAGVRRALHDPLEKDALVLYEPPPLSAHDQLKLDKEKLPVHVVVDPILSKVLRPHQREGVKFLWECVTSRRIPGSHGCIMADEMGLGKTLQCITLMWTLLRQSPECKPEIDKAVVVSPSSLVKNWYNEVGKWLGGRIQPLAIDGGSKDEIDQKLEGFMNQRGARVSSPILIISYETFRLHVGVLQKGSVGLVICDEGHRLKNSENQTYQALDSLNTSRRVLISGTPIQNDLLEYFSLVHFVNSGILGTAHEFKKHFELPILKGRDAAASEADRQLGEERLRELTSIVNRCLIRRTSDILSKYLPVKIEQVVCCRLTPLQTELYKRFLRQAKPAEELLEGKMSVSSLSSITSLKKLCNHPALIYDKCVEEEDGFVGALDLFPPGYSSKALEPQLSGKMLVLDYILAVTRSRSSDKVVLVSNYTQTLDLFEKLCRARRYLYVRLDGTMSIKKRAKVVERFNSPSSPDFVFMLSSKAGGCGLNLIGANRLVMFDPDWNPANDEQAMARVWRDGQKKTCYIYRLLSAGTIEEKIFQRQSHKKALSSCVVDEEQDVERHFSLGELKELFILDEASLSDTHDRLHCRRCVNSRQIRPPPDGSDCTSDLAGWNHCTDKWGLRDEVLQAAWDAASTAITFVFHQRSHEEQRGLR
FN deposition inh: inhibitors of fibronectin matrix deposition, primary screen, AH1F cells, Alexa488-fibronectin fluorescence, plate reader. hit rate 0.086% among 350,000. inhibition, % at 12.6 µM. AID 743247, 2014. AH1F fibroblasts, overnight;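 active means mean inhibition across replicates of 30% or more, regardless of how many single replicates reach that level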;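 further: positive control wells lacked labelled fibronectin entirely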
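Material: AH1F fibroblast monolayer depositing Alexa488-labelled fibronectin into matrix | Input: 10000 AH1F cells/well | Medium: DMEM plus 2% serum, read in PBS | Reagent: Alexa488-fibronectin, 24 nM final in well | Compound dosing: One dose per compound, pinned | Schedule: 1 h adhesion, overnight exposure | Measured by: Fluorescence at 485 nm excitation, 525 nm emission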
Active calls of the source: *. An excerpt. The share of hits here may be higher or lower than overall.

SMILES | RAD54 inh | FN deposition inh
CCOC(=O)C1=C(C)NC2(O)c3ccccc3C(=O)C12O (centres undefined) | -8 | 1
Cc1ccsc1C(=O)OCC(=O)Nc1c(Cl)cccc1C(F)(F)F | -5 | 12
CCCc1cc(=O)[nH]c(SCC(=O)N(CC(C)C)C2CCS(=O)(=O)C2)n1 (centres undefined) | 5 | 2
CCn1c(=O)c(-[n+]2ccccc2)c(O)c2ccccc21 | -2 | -6
COC(=O)C(CC(C)C)NC(=O)c1ccc([N+](=O)[O-])c(C)c1 (centres undefined) | -3 | -1
CCNC(=O)NC(=O)COC(=O)CCCSc1nc2ccccc2[nH]1 | 8 | 25
Cc1cc2c(ncn2Cc2ccccc2)c(NS(C)(=O)=O)c1C | -5 | 1
O=C1C(Cl)=C(N2CCN(Cc3ccccc3)CC2)C(=O)N1Cc1ccccc1 | -9 | 0
O=C(CN1CCN(S(=O)(=O)c2ccc(Cl)cc2)CC1)NC(=O)NC1CCCCC1 | 0 | -4
Cc1nnsc1C(=O)Nc1ccc(Cl)cc1Cl | -17 | -9
O=C(O)c1cccc(S(=O)(=O)NCC2CCCO2)c1 (centres undefined) | 11 | 9
O=C(NCc1ccncc1)C1CCCN(S(=O)(=O)Cc2ccccc2)C1 (centres undefined) | 2 | 5
C=CCSc1nnc2c(n1)OC(c1cccnc1)Nc1ccccc1-2 (centres undefined) | -3 | -13
COc1ccccc1CNS(=O)(=O)c1ccc(C)cc1 | -4 | -6
CC1CCCCC1NC(=O)CSc1nnnn1-c1ccccc1 (centres undefined) | -10 | 6
COC(=O)Cn1c2ccccc2c2nc(C)sc21 | 2 | 3
CCC(=O)N1CCc2cc(S(=O)(=O)N(CC)c3cccc(C)c3)ccc21 | 0 | 1
CCSc1nc2c(c(=O)[nH]1)C(c1ccccn1)C1=C(CC(C)(C)CC1=O)N2 (centres undefined) | -5 | 8
CC(C)CC(=O)NCC(C)NC(=O)CC(C)C (centres undefined) | 2 | 2
O=C(NCc1ccccc1)C1CCCN(C(=O)Nc2ccccc2)C1 (centres undefined) | -6 | -1
CCCCn1c(NC(=O)CC)c(C#N)c2nc3ccccc3nc21 | 0 | 0
COC(=O)c1c(NC(=O)C(C)(C)C)sc2c1C(C(=O)OC)CC2 (centres undefined) | -1 | 2
Cc1ccc(CNC(=O)c2coc(=O)c3ccccc23)o1 | -3 | 8
Cc1ccc(CNC(=O)/C(C#N)=C/c2ccc(C)s2)cc1 | 11 | -2
O=C(CSc1nnc(-c2cccs2)n1-c1ccccc1)NCc1ccc2c(c1)OCO2 | 1 | -2
NC(=O)c1ccccc1N/C=C/C(=O)c1ccc(Cl)cc1 | 9 | -14
COc1ccc(N=c2scc(-c3ccc(OC)cc3)n2CCO)cc1 | -5 | 5
CCn1c(CSc2nnc3ccccn23)nc2cc(C(=O)O)ccc21 | -14 | -2
Cc1ccc(C)c(Oc2nnnn2-c2ccccc2)c1 | -8 | 1
COc1ccc2c(c1)nc(N)n2Cc1ccccc1 | 1 | -1
CCS(=O)(=O)N1CCN(C(=O)c2cccnc2)CC1 | 2 | 3
Cc1ccc(C(=O)n2nc(-c3cccnc3)nc2N)cc1 | 5 | -8
CN(C)CCNC(=O)CCCNC(=O)Cn1cnc2sc3c(c2c1=O)CCCC3 | 4 | 7
CCCCCn1c(=O)[nH]c2cc(C(=O)NCc3ccc4c(c3)OCO4)ccc2c1=O | 0 | 6
Cc1cc(C)n(-c2nnc(C)n2NS(C)(=O)=O)n1 | -2 | 13
CCC(Sc1nc2ccsc2c(=O)n1-c1ccc(Cl)c(C)c1)C(=O)NCc1ccco1 (centres undefined) | -3 | -1
COc1ccc(-c2nc(N)n(C(=O)Cc3ccccc3)n2)cc1 | -3 | -2
O=C(OCc1cn(-c2ccc(Cl)c(Cl)c2)nn1)c1ccccc1Cl | 4 | 3
CC1=CCC2C(=O)N(c3ccc(Br)cc3C)C(=O)C2C1 (centres undefined) | -2 | 0
O=C(CCSc1nnc(-c2ccco2)o1)Nc1ccc(Cl)cc1 | -14 | 5
Fc1ccc(Cn2nnnc2C(c2ccc(Cl)cc2)N2CCSCC2)cc1 (centres undefined) | 2 | -2
COc1cc(NC(=O)CSc2nnc(Cn3nnc4ccccc43)n2C)cc(OC)c1 | -7 | 0
COC(=O)[C@@H]1[C@@H](C#N)C2(c3ccccc3-c3ccccc32)N(c2ccc(Cl)cc2)N1C#N | -2 | 11
Cc1nn2c(-c3ccccc3)ccnc2c1-c1ccccc1 | -2 | 5
O=C(CSC1CCCCC1)Nc1nccs1 | 5 | -12
CC(C)CC(=O)Nc1cccc(-c2nc3ccccc3o2)c1 | 2 | 4
CC1CC(N(C(=O)c2ccco2)c2ccccc2)c2ccccc2N1 (centres undefined) | 3 | 3
CCC(Sc1ncccn1)C(=O)Nc1cc(C)on1 (centres undefined) | 8 | -4
CCc1nnc2sc(-c3ccc(NC(=O)c4ccco4)cc3)nn12 | 9 | -8
O=c1cc(-c2ccccc2)[nH]n1-c1nc2ccccc2[nH]1 | 4 | -25
Cc1cccc(OCc2nc(C#N)c(NCc3ccc4c(c3)OCO4)o2)c1 | 0 | 15
C=CCNC(=O)c1ccc2nc(-c3ccccc3)c(-c3ccccc3)nc2c1 | 8 | 10
O=C(CSc1nnc(-c2ccc(S(=O)(=O)N3CCCC3)cc2)n1CC1CCCO1)NC1CC1 (centres undefined) | -6 | 1
Cc1cc(C)cc(N(C(=O)Cc2cccs2)C(C(=O)NC2CCCCC2)c2ccccn2)c1 (centres undefined) | 1 | 4
C(=C\c1ccco1)/C=N/n1cnnc1 | -5 | 5
O=C(Oc1cccc(/C=N/Nc2nc(N3CCOCC3)nc(N3CCOCC3)n2)c1)c1ccco1 | 0 | 7
N#Cc1sc2nc(-c3ccccc3)cc(-c3ccco3)c2c1N | -11 | -19
CCN=c1scc(C)n1/N=C/c1ccsc1 | 6 | -32
Clc1cc(NCc2cccs2)ccc1N1CCOCC1 | 0 | 4
COc1ccc(N2CCN(S(=O)(=O)c3ccc(Cl)c(C(F)(F)F)c3)CC2)cc1 | 5 | 6

Continued:
SMILES | RAD54 inh | FN deposition inh
CCOc1ccc(OCC)c(NC(=O)C2CCN(S(=O)(=O)c3c(C)noc3C)CC2)c1 | 8 | 11
O=C(c1coc2ccc(O)c(CN3CCOCC3)c12)C1CC1 | 0 | 10
CCOC(=O)c1c(-c2cccs2)csc1NC(=O)COC(=O)c1c(C)noc1C | -4 | 9
CC(C)(C)C(=O)NC(=S)Nc1ccccc1F | 11 | 3
COc1ccccc1-c1cc(C(F)(F)F)nc(N2CCOCC2)n1 | -2 | -2
CC(=O)Nc1ccc(S(=O)(=O)N2CCC(NC(=O)c3ccco3)CC2)cc1 | 5 | -9
CCCS(=O)(=O)N1CCN(C(=O)CCC2CCCC2)CC1 | 0 | 9
O=C1CC(N(C(=O)c2ccco2)c2ccc(F)cc2)C(=O)N1c1ccc(F)cc1 (centres undefined) | 7 | 8
COC(=O)Cn1nc(C)c2ccccc2c1=O | -11 | -5
COc1ccc(Cl)cc1C(=O)NCCN(C)C | 7 | -6
Cc1cccc(S(=O)(=O)Nc2ccc(C)c3c2OC(C)(C)C3)c1 | -2 | 2
O=c1c2[nH]c3ccccc3c2ncn1Cc1ccccn1 | -1 | 2
N#CCC(=O)N/N=C/c1ccc(OS(=O)(=O)c2ccccc2)cc1 | 2 | -10
CCOC(=O)c1cnc(-n2nc(C)cc2C)nc1Nc1ccc(C)cc1 | 6 | -4
CCCCOC(=O)Cn1c(=N)n(CCN2CCOCC2)c2ccccc21 | -18 | -6
O=C(CSc1nnc(CNC(=O)c2cccs2)o1)c1ccccc1 | 2 | 2
Cc1ccc(SCCC(=O)Nc2c(C)n(C)n(-c3ccccc3)c2=O)cc1 | 2 | 4
Cc1cc(C(=O)CN2C(=O)CCC2=O)c(C)n1Cc1ccccc1 | -3 | -11
Cc1ccc(C(=O)N/N=C\c2ccc[nH]2)cc1[N+](=O)[O-] | 11 | -5
CCSc1nnc(NC(=O)COc2ccc3ccccc3c2)s1 | 0 | 4

Laid out differently: six of the compounds above.
SMILES,RAD54 inh,FN deposition inh
CCCCOC(=O)Cn1c(=N)n(CCN2CCOCC2)c2ccccc21,-18,-6
COC(=O)Cn1nc(C)c2ccccc2c1=O,-11,-5
Cc1ccc(SCCC(=O)Nc2c(C)n(C)n(-c3ccccc3)c2=O)cc1,2,4
CCCS(=O)(=O)N1CCN(C(=O)CCC2CCCC2)CC1,0,9
N#CCC(=O)N/N=C/c1ccc(OS(=O)(=O)c2ccccc2)cc1,2,-10
O=c1c2[nH]c3ccccc3c2ncn1Cc1ccccn1,-1,2

Continuation.
SMILES | RAD54 inh | FN deposition inh
Cc1cc(C)c2c(c1)NC(=O)C2(O)CC(=O)c1cccs1 (centres undefined) | 3 | -1
Cc1cc(C)cc(NC(=O)CN(C)S(=O)(=O)c2cccc3nsnc23)c1 | -1 | 4
CC12CN(Cc3ccccc3)CC(C)(CN(Cc3ccccc3)C1)C2=NO | -9 | 4
CC(Nc1nc(N2CCCC2)nc2ccccc12)c1ccccc1 (centres undefined) | -4 | -4
COCCn1c(N)c(C(=O)NCC2CCCO2)c2nc3ccccc3nc21 (centres undefined) | 11 | 3
S=C(c1cn(CCOc2ccccc2)c2ccccc12)N1CCCC1 | 6 | -11
Cc1nn(C)cc1C1C2=C(CC(C)(C)CC2=O)N(c2ccccc2)C2=C1C(=O)CC(C)(C)C2 | 5 | 3
Cc1ccccc1OCC(=O)NCC(=O)OCC(=O)c1ccc2ccccc2c1 | -9 | -9
O=C(NCCCn1ccnc1)c1cccc(S(=O)(=O)N2CCCCCC2)c1 | -4 | -7
Cc1ccc(-n2c(C)nnc2SCC(=O)Nc2ccccc2)cc1 | 6 | -1
O=C(N/N=C/C(Cl)=C\c1ccccc1)c1cnccn1 | 2 | -6
CC(O)C1C(=O)OC2(C)CC(C)(C)NC(=S)N12 (centres undefined) | -6 | 5
CC(C)CCN1C(=O)c2ccccc2C1C(=O)NCc1cccnc1 (centres undefined) | 3 | 1
COc1ccccc1OCc1ccc(C(=O)n2nc(C)c(Cl)c2C)o1 | 11 | 8
CCOC(=O)CNC(=O)C(Cc1ccccc1)NS(=O)(=O)c1cccs1 (centres undefined) | -5 | 1
CCNC(=O)/C(=C\c1ccc2c(c1)OCO2)NC(=O)c1ccc(Br)cc1 | -2 | 3
CCOC(=O)c1cnc(SC)nc1Oc1cccc(NS(=O)(=O)c2ccccc2)c1 | -4 | 6
CC12CCC(C(=O)Nc3cccc4ccccc34)(C1Br)C2(C)C (centres undefined) | -3 | -7
COc1cc(C(=O)OC(C)C(=O)NCC2CCCCC2)cc(NC(=O)c2ccco2)c1OC (centres undefined) | -15 | -10
CCCCCCNC(=O)CC(NS(=O)(=O)c1ccc(NC(C)=O)cc1)C(C)C (centres undefined) | -10 | 3

Full records, looked up by structure. Values in the order: RAD54 inh | FN deposition inh
CC(O)C1C(=O)OC2(C)CC(C)(C)NC(=S)N12 (centres undefined) as listed: -6 | 5
CC12CCC(C(=O)Nc3cccc4ccccc34)(C1Br)C2(C)C (centres undefined) as listed: -3 | -7

Following part
SMILES | RAD54 inh | FN deposition inh
Cc1ccc(-c2csc3ncnc(NCCN4CCOCC4)c23)cc1 | -13 | -1
O=C(Cc1c[nH]c2ccccc12)N/N=C/c1ccc(F)cc1 | 13 | 1
Cc1ccc(S(=O)(=O)c2ccc(Oc3ccccc3)cc2)cc1 | 7 | -5
CC1=NN(Cc2ccccc2)C(=O)C1C(c1ccccc1)C(C#N)C#N (centres undefined) | 6 | -19
Cc1ccc(/C(N)=N/OC(=O)Oc2ccccc2)cc1 | 3 | 14
COC(=O)/C(=C\c1c[nH]c2ccccc12)NC(C)=O | 4 | 3
Cc1nn(Cc2ccc(Cl)cc2Cl)c(C)c1NC(=O)NC12CC3CC(CC(C3)C1)C2 | -12 | -3
O=C(O)CN1C(=O)CC(Cc2ccc(Cl)cc2)C1=O (centres undefined) | -14 | 0
Cc1[nH]nc2c1C(c1ccoc1)C(C#N)=C(N)O2 (centres undefined) | 2 | 5
CCCn1c(O)c(CN2CCCC(C)C2)c(C)c(C#N)c1=O (centres undefined) | -18 | -1
COc1ccc(Cn2c(=O)[nH]c3cc(C(=O)NCCCN4CCCC4=O)ccc3c2=O)cc1 | 3 | -28
CCOc1ccc2nc(SCc3ccc(C(=O)OC)o3)[nH]c2c1 | -9 | 2
Cc1[nH]c2ccccc2c1C(=O)CSc1nc2cc(S(=O)(=O)N3CCCCC3)ccc2o1 | -8 | 1
COc1cccc(NC(=O)Nc2c(C)n(C)n(-c3ccccc3)c2=O)c1 | 3 | 4
COc1ccc(-n2nc(C(=O)NCC(=O)Nc3cccc(C)n3)c3ccccc3c2=O)cc1 | 4 | -7
Cc1ccc(-c2nc(Nc3ccccc3)n[nH]2)cc1 | -3 | -2
CC(C)NC(=O)Cn1c(SCC(=O)N2c3ccccc3CC2C)nc2ccccc21 (centres undefined) | 5 | -4
COc1ccc2c(CC#N)c[nH]c2c1 | -10 | -9
O=C(CC1C(=O)NCCN1C(=O)Nc1ccccc1)Nc1ccc2c(c1)OCCO2 (centres undefined) | 7 | 3
Cn1c(=O)c(=O)n(C)c2cc(S(=O)(=O)N3CCCCCC3)ccc21 | 1 | 5
COc1ccc(OC)c(-n2nnnc2SCC(=O)Nc2cc(C)ccc2OC)c1 | 1 | 7

Source: PubChem BioAssay
